HT1080 IDH1KD tx: qHTS for induction of synthetic lethality in tumor cells producing 2HG: qHTS for the HT-1080-IDH1KD cell line. HT-1080 IDH1 knockdown viability, ATP luminescence, 48 h. Potency, µM (titrated, usually from 46.1 µM), for inactives: at the highest dose activity, negative = toxicity, usual class: cytotoxic. hit rate 2% among 360,000. AID 686971, 2013;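 note: potency is the fitted concentration of half-maximal effect; 0% = DMSO wells and -100% = cell-free medium wells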
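Luminescent ATP read-out (CellTiter-Glo, 10 min at room temperature) after 48 h compound exposure at 37 °C gave viability of IDH1-knockdown HT-1080 cells. Activity was normalised to DMSO and cell-free wells, then fitted as concentration-response curves.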
KB-V1 cytotox: qHTS assay for MDR1-selective chemotherapeutics: Primary screen using the drug-selected MDR subline cells KB-V1; hit rate 3.4% among 400,000; AID 1347076, 2019; KB-V1 MDR cells viability, CellTiter-Glo, 72 h; Potency, µM (titrated, usually from 46.1 µM), inactives show at the highest dose activity change, negative = cytotoxicity, hits mostly cytotoxic; note: potency is the fitted concentration of half-maximal effect; % is set by controls: 0 for no effect and ±100 for the full control effect; nearly all actives have a fitted effect of over 60% in size
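In this primary screen, KB-V1 cells overexpressing P-gp are incubated with library compounds (lowest to highest concentration) for 72 h at 37 degrees C before a luminescent ATP viability read.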
D3 ag: qHTS of D3 Dopamine Receptor Agonist: qHTS. AID 652048, 2013. D(3) dopamine receptor (Homo sapiens), P35462. D3R DiscoveRx beta-arrestin cells, luminescence, 90 min. hit rate 0.58% among 410,000. max activation, %; in the data active = max activation above about 30%; note: 0% is about no effect; mostly tested at two doses, the higher about 12 µM
Target sequence (P35462 whole entry, looked up): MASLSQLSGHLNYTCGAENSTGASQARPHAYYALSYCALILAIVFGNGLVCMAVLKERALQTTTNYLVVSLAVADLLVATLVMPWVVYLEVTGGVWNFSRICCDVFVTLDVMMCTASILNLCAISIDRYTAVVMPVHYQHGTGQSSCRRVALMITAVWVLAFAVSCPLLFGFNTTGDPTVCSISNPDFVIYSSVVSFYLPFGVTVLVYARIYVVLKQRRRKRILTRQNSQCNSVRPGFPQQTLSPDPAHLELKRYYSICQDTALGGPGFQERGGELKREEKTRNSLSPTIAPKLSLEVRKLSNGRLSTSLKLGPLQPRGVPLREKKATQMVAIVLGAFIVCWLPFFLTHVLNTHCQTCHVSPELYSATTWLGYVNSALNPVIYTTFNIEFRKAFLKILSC
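Agonist-mode cell screen: cells plated at 1500/well and incubated overnight at 37 °C, then exposed to library compounds for 90 min at 37 °C. Detection reagent was added for 30–60 min at room temperature, and luminescence was read.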
GLP1R cytotox: qHTS of GLP-1 Receptor Inverse Agonists: Cytotox Screen | HEK293 cAMP-luciferase reporter cells, luminescence, 24 h | Potency, µM (titrated, usually from 38.3 µM), without a hit: top-dose activity change, negative = inhibition, most hits filed as inhibitors | hit rate 0.13% among 410,000;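 note: loss of luciferase light is scored as toxicity; potency is the fitted concentration of half-maximal effect; % is set by controls: 0 for no effect and ±100 for the full control effect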
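Quantitative HTS format, 1536 wells, 200 cells/uL seeded. Compounds: 23 nL, 24 h, 37 °C. Detection: luciferase reagent, luminescence at 12 min RT; decreased signal taken as cytotoxic.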
SW480 rereplic: A quantitative high throughput screen for small molecules that induce DNA re-replication in SW480 colon adenocarcinoma cells. hit rate 1.8% among 340,000. AID 624297, 2012. SW480 DNA re-replication, Hoechst DNA content imaging, 48 h. Potency, µM (top dose mostly 46.1 µM), inactives show top-dose re-replication activation, actives largely listed as activators; note: potency is the fitted concentration of half-maximal effect; % of control where 0% means no effect; nearly all actives have a fitted effect of over 55% in size
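Treated cells incubate 48 hr (37 C, 5% CO2), are stained 40 min with Hoechst, and nuclear fluorescence is enumerated; a rise in nuclei with high DNA signal marks re-replication.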
MCF10A rereplic: A quantitative high throughput screen for small molecules that induce DNA re-replication in MCF 10a normal breast cells. Potency, µM (highest dose often 46.1 µM), without a hit: at the highest dose activity, positive = re-replication, most hits filed as activators. hit rate 2.9% among 350,000. MCF 10A DNA re-replication, Hoechst nuclear intensity, 48 h; note: potency is the fitted concentration of half-maximal effect; % of control where 0% means no effect; nearly all actives have a fitted effect of over 50% in size
IL-1B inflam inh: qHTS for Inhibitors of Inflammasome Signaling: IL-1-beta AlphaLISA Primary Screen; THP-1 LPS/ATP IL-1B secretion, AlphaLISA, 16 h; active compounds read low; activity change, % at 57.5 µM; hit rate 4.7% among 360,000; AID 743279, 2014; in the data active = activity change below about -50%; inconclusive = mostly about -30% to -49%; note: % is set by controls: 0 for no effect and ±100 for the full control effect
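Secreted IL-1B measured by AlphaLISA bead assay after 16 h compound exposure of THP-1 cells; compounds (final up to 57.5 uM) added 1 h before LPS (250 ng/mL) and ATP (1.25 mM) stimulation; lower signal means less secretion.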
HT1080NT lethal: qHTS for induction of synthetic lethality in tumor cells producing 2HG: qHTS for the HT-1080-NT fibrosarcoma cell line. HT-1080-NT fibrosarcoma viability, CellTiter-Glo ATP luminescence, 48 h. hit rate 1.6% among 360,000. Potency, µM (doses to about 46.1 µM), inactives show at the highest dose activity, negative = less viability, usual class: cytotoxic;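 note: NT is the 2HG producing partner of a matched IDH1 knockdown line; potency is the fitted concentration of half-maximal effect; 0% = DMSO-treated cells and -100% = media-only wells without cells; nearly all actives have a fitted effect of over 55% in size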
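HT-1080-NT fibrosarcoma cells (2HG-overproducing), 750 cells/well in RPMI with 5% FBS, dosed after 2 h and incubated 48 h at 37C. CellTiter-Glo luminescence normalized to DMSO and no-cell wells; concentration-response curves fitted and classed.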
KB-3-1 tox: qHTS assay for MDR1-selective chemotherapeutics: Primary screen using the parental adenocarcinoma cell KB-3-1 | Potency, µM (series often up to 46.1 µM), for inactives: top-dose activity change, negative = cytotoxic, hits mostly cytotoxic | KB-3-1 viability, CellTiter-Glo ATP luminescence, 72 h | hit rate 1.4% among 400,000; note: potency is the fitted concentration of half-maximal effect; % is set by controls: 0 for no effect and ±100 for the full control effect; nearly all actives have a fitted effect of over 60% in size
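KB-3-1 parental drug-naive adenocarcinoma cells in DMEM/10% FBS, incubated 72 h at 37 C with pin-transferred compounds across a concentration series. Viability by CellTiter-Glo luminescence; concentration-response curves fitted after normalization.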
* hit, by the source's call; ? = inconclusive; / = not tested or not shown; & = joins results of further samples; [ ] = another dose, or the depositor's remark. Unless noted, calls come from the whole dose curve; as a rule, active = well fitted curve in the direction sought with a large enough effect; inconclusive = small, poorly fitted or top-dose-only effect, or another doubt; inactive = no such curve, though single readings can be large; an effect the other way counts as inactive or inconclusive. Only part of the results is shown; the hit share may differ from the screen's.

entry	SMILES	HT1080 IDH1KD tx	KB-V1 cytotox	D3 ag	GLP1R cytotox	SW480 rereplic	MCF10A rereplic	IL-1B inflam inh	HT1080NT lethal	KB-3-1 tox
1	COc1ccc(NC(=O)c2c(C)nn(Cc3ccccc3Cl)c2Cl)cc1Cl	4%	-15%	-2	8%	-5%	16µM*	-13	-2%	16%
2	COc1ccc2c(CCN)c[nH]c2c1	-7%	20%	-7	-9%	-8%	?	7	-9%	0%
3	COc1ccc(C(c2nnnn2C2CCCCC2)N2CCC3(CC2)C(=O)NCN3c2ccccc2)cc1 (centres undefined)	?	?	-11	-33%	/	/	-18	?	-7%
4	O[C@@H]1CCCN2CCc3c([nH]c4ccccc34)[C@H]12	7%	-11%	-8	7%	1%	5%	-5	-11%	-7%
5	CCN(CC)CCCNc1nc(-n2nc(C)cc2C)nc2sc3c(c12)CC(C)(C)OC3	?	-12%	-5	?	?	4%	-57*	?	-9%
6	Cc1ccc2c(c1)C1CN(C)CCC1N2C(=O)/C(C#N)=C/c1ccc2c(c1)OCO2 (centres undefined)	0%	18%	-1	-4%	9%	10%	-21	-13%	-1%
7	O=C(Nc1ccccc1)NC1CC2CCC(C1)N2 (centres undefined)	-4%	0%	0	-1%	-7%	1%	-28	-10%	-2%
8	COc1cc(C=C2C(=O)NC(=O)NC2=O)ccc1OS(=O)(=O)c1ccccc1[N+](=O)[O-]	-3%	8%	-6	1%	?	-7%	-13	-12%	1%
9	COc1ccc(N=Cc2c(O)n(CC3CCCO3)c(=O)[nH]c2=O)cc1 (centres undefined)	1%	17%	-3	-8%	-4%	-33%[inhibitor]	-25	-8%	3%
10	CCOc1ccc(-n2c(CC)nc3ccccc3c2=O)cc1	4%	0%	2	-29%	-17%	-4%	40	3%	7%
11	Cc1cc(OC(=O)N(C)C)n(-c2ccccc2)n1	13%	-16%	8	5%	-4%	?	7	-4%	-5%
12	COc1cc(CN2CCCC(C(=O)c3sccc3C)C2)cc(Cl)c1O (centres undefined)	-14%	?	-19	9%	9%	10%	-3	-4%	-2%
13	CC(=O)N1CCC(N2CCCC(C(=O)c3cccc(Cl)c3)C2)CC1 (centres undefined)	-4%	-9%	129*	-1%	-3%	2%	25	-4%	1%
14	O=C(c1cc2ccccn2n1)N1CCC2(CC1)OCCO2	14%	2%	7	10%	-6%	1%	28	-2%	0%
15	Cc1nn(Cc2ccccc2)c(Cl)c1C(=O)NC1CCCc2ccccc21 (centres undefined)	10%	-3%	4	11%	2%	?	3	2%	-12%
16	CCc1ccc(N2C(=O)NC(=O)/C(=C/c3cccn3CCOc3ccc(C)cc3)C2=O)cc1	16%	-30%	-2	-3%	?	21µM*	-16	20%	-16%
17	CC(C(N)=O)N1CC(c2ccccc2)CC1=O (centres undefined)	-1%	-18%	3	15%	-1%	-7%	24	16%	-2%
18	O=C(NC1CONC1=O)OCC(Cl)(Cl)Cl (centres undefined)	1%	-8%	1	-6%	2%	2%	11	-2%	2%
19	CC(=O)N1N=C2C3CCN(CC3)C2C1c1ccc(F)cc1 (centres undefined)	?	-1%	4	5%[0.307 µM]	2%	-2%	0	3%	-3%
20	O=C(OC(c1ccc(NS(=O)(=O)c2ccccc2)cc1)(C(F)(F)F)C(F)(F)F)c1ccccc1	?	-6%	-11	?	?	18µM*	6	?	?
21	COc1ccccc1-n1c(O)c(C=NCCN2CCNCC2)c(=O)[nH]c1=O	2%	2%	-1	-3%	3%	0%	28	0%	7%
22	CCOC(=O)c1c(C)n(C(C)C)c2ccc(OC)cc12	-19%	7%	5	-1%	-3%	0%	34	-2%	6%
23	CCOP(=S)(OCC)N1CCOCCOCCN(P(=S)(OCC)OCC)CCOCCOCC1	10%	5%	-1	-3%	18%	24%	-14	1%	-6%
24	Nc1c(C(=O)NC2CCCC2)c2nc3ccccc3nc2n1CC1CCCO1 (centres undefined)	?	-9%	-11	/	15µM*	7.3µM*	?	-4%	-11%
25	C[n+]1c(-c2ccccc2)cc(-c2ccc(O)cc2)cc1-c1ccccc1	-13%	14%	2	-20%	-3%	?	?	-22%	-19%
26	Cc1cc(Cc2c(O)[nH]c(=S)[nH]c2=O)ccc1OC(C)C	10%	15%	3	17%	3%	16%	11	8%	6%
27	O=C1c2[nH]nc(-c3ccccc3)c2C(c2ccccc2)N1c1cccc(C(F)(F)F)c1 (centres undefined)	/	16µM*	24	?	/	/	/	/	?
28	Cc1cc(C(=O)Nc2ccc3c(c2)OCCO3)nn1C(C)(C)C	-4%	3%	-5	4%	-1%	9%	?	1%	4%
29	N#CC1c2ccccc2-n2nncc2CN1C(=O)c1ccccc1F (centres undefined)	23%	0%	1	1%	/	/	2	22%	0%
30	CC1=[N+]([O-])C2(N)CCc3nonc3C2(O)C1 (centres undefined)	18%	1%	-6	-8%	-13%	-1%	3	17%	-1%

Quoted from the results shown (6 entries):
entry	SMILES	HT1080 IDH1KD tx	KB-V1 cytotox	D3 ag	GLP1R cytotox	SW480 rereplic	MCF10A rereplic	IL-1B inflam inh	HT1080NT lethal	KB-3-1 tox
25	C[n+]1c(-c2ccccc2)cc(-c2ccc(O)cc2)cc1-c1ccccc1	-13%	14%	2	-20%	-3%	?	?	-22%	-19%
26	Cc1cc(Cc2c(O)[nH]c(=S)[nH]c2=O)ccc1OC(C)C	10%	15%	3	17%	3%	16%	11	8%	6%
27	O=C1c2[nH]nc(-c3ccccc3)c2C(c2ccccc2)N1c1cccc(C(F)(F)F)c1 (centres undefined)	/	16µM*	24	?	/	/	/	/	?
28	Cc1cc(C(=O)Nc2ccc3c(c2)OCCO3)nn1C(C)(C)C	-4%	3%	-5	4%	-1%	9%	?	1%	4%
29	N#CC1c2ccccc2-n2nncc2CN1C(=O)c1ccccc1F (centres undefined)	23%	0%	1	1%	/	/	2	22%	0%
30	CC1=[N+]([O-])C2(N)CCc3nonc3C2(O)C1 (centres undefined)	18%	1%	-6	-8%	-13%	-1%	3	17%	-1%

Other compounds follow:
entry	SMILES	HT1080 IDH1KD tx	KB-V1 cytotox	D3 ag	GLP1R cytotox	SW480 rereplic	MCF10A rereplic	IL-1B inflam inh	HT1080NT lethal	KB-3-1 tox
31	CCCNc1nc(OC)nc(N2CC3CC(C2)c2cccc(=O)n2C3)n1 (centres undefined)	2%	0%	7	-3%	-10%	-2%	0	-6%	-17%
32	O=C(c1ccccc1)C1NC1c1ccccc1 (centres undefined)	0%	-2%	2	-9%	-1%	-4%	-21	8%	0%
33	CCNCC1(c2ccc(OC)c(OC)c2)CCCC1	-7%	0%	3	74%[activator]	80%	31%	-10	-2%	-3%
34	CCOP(=O)(OCC)OCC	4%	4%	-90	4%	0%	-2%	-17	0%	0%
35	C=C[C@H]1CN2CC[C@H]1C[C@H]2[C@H](O)c1ccnc2ccccc12	-7%	-20%	-3	-8%	-2%	8%	2	-7%	0%
36	O=C(Nc1ccc2ccccc2c1)N1C[C@H]2C[C@@H](C1)c1cccc(=O)n1C2	-1%	-10%	-6	23%	-5%	-8%	0	-2%	-1%
37	CCNC(=O)O/N=C(\C)c1sc(-c2ccc(Cl)cc2)nc1C	-13%	-20%	3	-12%	-1%	?	-14	-4%	-18%
38	O=C(O)c1cn(Cc2ccccc2)nc1-c1ccccc1	-2%	1%	10	3%	-3%	-23%	40	8%	1%
39	CC(=O)N1CCCc2cc(S(=O)(=O)N3CCCC(C(=O)N4CCN(c5ccccc5)CC4)C3)ccc21 (centres undefined)	-2%	0%&-8%	8&8	31%&-1%[activator]	12%	-11%	-25	-12%	?
40	CC(=O)NCC1=C(c2cccc3ccccc23)C[C@@H]2CC[C@H]1N2Cc1ccco1	-1%	-1%	-17	15%	/	/	-11	1%	-4%
41	COC(=O)C1=C(c2ccc(F)cc2OCc2ccccc2)C[C@@H]2CC[C@H]1N2C(=O)NCc1cccc(F)c1	-20%	-2%	1	9%	?	21%	-29	0%	-14%
42	CCOc1ccc(-n2c(O)c(/C=C3\C=Nc4ccccc43)c(=O)[nH]c2=O)cc1	0%	3%	-6	1%	2%	27%	60	-1%	-4%
43	CCOc1cc(CNCCc2c[nH]c3ccccc23)cc(Cl)c1OC	21µM*	?	-11	?	?	?	-103*	18µM*	?
44	CC1(C)COC(/C=C/c2ccc([N+](=O)[O-])cc2)=N1	23µM*	21µM*	-2	?	16µM*	16µM*	-102*	?	?
45	Cc1nn(Cc2ccccc2)c(Cl)c1C(=O)OC(C)C(=O)Nc1ccc(F)cc1Cl (centres undefined)	3%	3.3µM*	10	4%	7%	21µM*	3	12%	-13%
46	CCOc1c(Cl)cc(CNCCc2c[nH]c3ccccc23)cc1OC	-8%	21µM*	-4	?	?	18µM*	-87*	?	?
47	CCCCn1c(=O)c(C(=O)NCCc2ccccc2)c(O)c2ccccc21	0%	1%	-9	3%	-39%[inhibitor]	18µM*	35	0%	-26%

Shown with one line to a screen: 2 of the compounds above.
(40) CC(=O)NCC1=C(c2cccc3ccccc23)C[C@@H]2CC[C@H]1N2Cc1ccco1
(41) COC(=O)C1=C(c2ccc(F)cc2OCc2ccccc2)C[C@@H]2CC[C@H]1N2C(=O)NCc1cccc(F)c1

entry no.	40	41
HT1080 IDH1KD tx	-1%	-20%
KB-V1 cytotox	-1%	-2%
D3 ag	-17	1
GLP1R cytotox	15%	9%
SW480 rereplic	/	?
MCF10A rereplic	/	21%
IL-1B inflam inh	-11	-29
HT1080NT lethal	1%	0%
KB-3-1 tox	-4%	-14%
